KCNQ2 inh – KCNQ2 channel blockers in CHO-K1 cells – cell-based, FluxOR thallium flux, B-score, primary screen (AID 2156) | O88943 | 20 min; stronger effect = lower value | B-score at 10 µM | 310,000 tested, 1.1% active;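 active = fluorescence ratio B-score at most minus 3 library SDs, with starting brightness B-score within 2 library SDs, cut at about -5.5 in these data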
Kir21 block – Kir2.1 (mouse) channel inhibition; B-score at 10 µM; P35561; 310,000 tested, 0.85% active; HEK293-Kir2.1, FluxOR thallium flux fluorescence; stronger effect = lower value;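 active = fluorescence ratio B-score at or below minus 3 SD of library scores, with starting-brightness B-score within 2 SD, cut at about -4.2 in these data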;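 also: channel flux triggered by added potassium and thallium sulfate stimulus; B-score of peak minus minimum fluorescence over baseline after thallium stimulus; more negative B-score means stronger Kir2.1 block with less thallium influx; some compounds called inactive have numbers as strong as hits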
Target sequence (P35561 whole entry, looked up): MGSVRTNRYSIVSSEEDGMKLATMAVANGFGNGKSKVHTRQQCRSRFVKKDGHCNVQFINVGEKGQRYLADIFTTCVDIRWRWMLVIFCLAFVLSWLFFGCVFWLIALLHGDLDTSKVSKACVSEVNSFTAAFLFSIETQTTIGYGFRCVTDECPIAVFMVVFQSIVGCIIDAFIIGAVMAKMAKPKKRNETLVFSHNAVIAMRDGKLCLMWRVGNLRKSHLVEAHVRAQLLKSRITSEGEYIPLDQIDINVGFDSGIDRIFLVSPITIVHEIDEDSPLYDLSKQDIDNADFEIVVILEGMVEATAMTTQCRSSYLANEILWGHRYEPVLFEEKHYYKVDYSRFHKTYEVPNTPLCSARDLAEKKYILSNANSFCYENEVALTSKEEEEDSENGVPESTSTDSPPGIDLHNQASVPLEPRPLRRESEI
The depositor's hits bear a star; i = inactive.

SMILES | KCNQ2 inh | Kir21 block
COc1cccc(N2CCN(c3ccc4nnc(CCC(=O)Nc5cccc(C(C)=O)c5)n4n3)CC2)c1 | i | -0.47
CN(C)S(=O)(=O)c1ccc(N2CCCC2)c(C(=O)NNC(=O)c2ccc(Br)cc2)c1 | -10* | 0.2
COC(=O)c1cc(OC)c(OC)cc1NC(=O)c1cccc(OC)c1OC | i | -0.44
CCOC(=O)CCC(=O)O[C@H]1[C@H](O[C@@H]2[C@@H](C)[C@H](O[C@H]3C[C@@](C)(OC)[C@@H](O)[C@H](C)O3)[C@@H](C)C(=O)O[C@H](CC)[C@@](C)(O)[C@H](O)[C@@H](C)C(=O)[C@H](C)C[C@@]2(C)O)O[C@H](C)C[C@@H]1N(C)C | i | 0.13
O=C(Nc1nc2ccccc2s1)c1ccccc1 | i | 1.8
CCCN(CCC)C(=O)Cc1coc2ccc3ccccc3c12 | -7.3* | -4.5*
CCC(=O)c1ccc(N2CCCCCC2)c(F)c1 | i | -0.23
O=C(Nc1ncc(C(F)(F)F)cc1Cl)c1ccc(S(=O)(=O)N2CCOCC2)cc1 | i | -1.3
C[N+](C)(CC#Cc1ccccc1)CC(=O)c1ccc(Cl)cc1 | i | 1.1
C=CCOc1c(Br)cc(CNc2ccc3[nH]c(=O)[nH]c3c2)cc1OCC | i | 0.37
COc1ccc(NC(=O)C2CCN(S(=O)(=O)c3ccc(OC)c(OC)c3)CC2)cc1 | i | 0.01
Cc1ccc(CN2CCN(C(=O)C3CCC3)CC2)cc1 | i | 0.32
Clc1ccc(OCc2nnc(SCCN3CCCCC3)n2Cc2ccco2)cc1 | i | -3.1
CC(C)C1=Nc2cccc3cccc(c23)N1 | i | -0.73
CC(C)(C)c1ccc(OCC(=O)N2CCN(c3ncccn3)CC2)cc1 | i | 1.7
CCn1c2ccccc2c2cc(NC(=O)CSc3nnc(-c4ccc(OC)c(OC)c4)n3N)ccc21 | i | 1.5
COc1ccc(/C(C)=N/NC2=NCCN2)cc1Cl | i | -0.1
O=S(=O)(c1cccc2nsnc12)N1CCCCC1 | i | -1.3
COc1ccc(CNc2nc(-c3cccnc3)nn2C(=O)c2cccs2)cc1 | i | -0.58
Oc1c(/C=N/Nc2cccc3cccnc23)ccc2ccccc12 | i | 0.04
CCOC(=O)N1CCC(c2cc(=O)n3[nH]cc(C(=O)OC)c3n2)CC1 | i | -0.25
Cc1cccc(OCC(=O)Nc2ccc(N3CCN(C(=O)c4ccco4)CC3)cc2)c1 | i | -0.89
CN1CCN(CCCN(Cc2ccco2)C(=S)Nc2ccc(Cl)cc2)CC1 | i | 0.86
N#Cc1c(N)n(-c2ccccc2N)c2nc3ccccc3nc12 | i | -0.85
COC(=O)c1cc(C#N)c(N2CCOCC2)nc1C | i | -2
The listing continues.
SMILES | KCNQ2 inh | Kir21 block
CC1CCCN(C(=O)CCc2ccccc2)C1 (stereo unspecified) | i | 1.3
O=C(Nc1nc2c(F)cccc2s1)c1ccco1 | i | -0.93
CC(C)Cc1nnc(NC(=O)CCC(=O)N2CCN(c3ccccc3F)CC2)s1 | i | 1.8
CCC(=O)OCCNc1nc(-c2ccccc2)nc2ccccc12 | i | 0.26
CC(C)c1ccc(NC(=O)C2CC3CCC2C3)cc1 (stereo unspecified) | i | 2
COC(=O)c1ccccc1S(=O)(=O)N(CCCO)Cc1cc2c(C)ccc(C)c2[nH]c1=O | i | 0.45
CCN(CC)S(=O)(=O)c1cc(NC(=O)C(CC(C)C)NC(N)=O)ccc1C (stereo unspecified) | i | 1.7
Cc1cccc(C)c1NC(=S)NCCSc1ccc(Cl)cc1 | i | -2.1
COc1ccc([N+](=O)[O-])cc1NC(=O)Cc1noc2ccccc12 | i | -0.04
Cc1nnc(SCC(=O)Nc2ncc(S(=O)(=O)c3ccc([N+](=O)[O-])cc3)s2)s1 | i | 0.39
COCCOCCn1c(/C=C/c2ccccc2)nc2ccccc21 | i | -0.22
Cc1nnsc1-c1onc(C)c1C(=O)O/N=C/c1ccc(Cl)cc1 | i | -1.1
CC(=O)N1CCC(N(CCN2CCOCC2)C(=S)Nc2ccc(C)cc2)CC1 | i | 2.9
Cn1cc(CN(Cc2ccccc2)C[C@@H]2CCC(=O)N2)c(-c2ccccc2F)n1 | i | 1.4
Cc1cc(C)n2nc(SCC(=O)NC(=O)NCc3ccco3)nc2n1 | i | -0.03
COc1ccc(CCNC(=O)c2noc3c2CCCC3)cc1OC | i | -1.1
COc1ccc(NC(=O)/C=C/c2ccccc2)c([N+](=O)[O-])c1 | i | 1.6
N#Cc1c(F)cccc1N1CCN(Cc2ccc3c(c2)OCO3)CC1 | i | -0.56
COCCNC(=O)CN(c1ccc(C)cc1)S(=O)(=O)c1ccccc1 | i | -2.1
Cc1cccc(C)c1NC(=O)c1ccc(-n2cnnn2)cc1 | i | 0.03
CN(C)S(=O)(=O)c1ccc(NC(=O)CNc2cc(S(=O)(=O)N3CCCC3)ccc2OCC(F)(F)F)cc1 | i | 2
Cc1cccc(NC(=S)NNC(=O)c2ccc3c(c2)OCO3)c1 | i | -1.8
Cc1ccc(-c2csc(SCC(=O)Nc3cc(C)on3)n2)cc1 | i | -2.1
O=C(Nc1ccc(OCc2ccccc2)cc1)Nc1cccnc1 | i | -1
COc1ccccc1C(=O)NC(=S)Nc1ccc(N2CCOCC2)c(Cl)c1 | i | 0.71
The results go on:
SMILES | KCNQ2 inh | Kir21 block
COc1ccc(N2CC(C)Cn3c2nc2c3c(=O)n(Cc3ccccc3)c(=O)n2C)c(OC)c1 (stereo unspecified) | i | 1.3
COc1ccc(N2CC(C(=O)NCCN3C(=O)S/C(=C\c4cccnc4)C3=O)CC2=O)c(OC)c1 (stereo unspecified) | i | 0.46
CC12C(=O)N(c3ccccn3)C(=O)C1C1C=CC2C1 (stereo unspecified) | i | -0.9
O=C(O)CCc1ccc(-c2cccs2)n1NC(=O)c1ccco1 | i | -0.3
COc1cccc(C(C(=O)NC2CCCCC2)N(C(=O)c2ccco2)c2ccc(-n3cnnn3)c(C)c2)c1 (stereo unspecified) | i | -0.11
CC1(C)CC(=O)C=C(NCCO)C1 | i | 1.9
COc1ccccc1/C=C(/NC(=O)c1ccccc1)C(=O)NCCCn1ccnc1 | i | -0.43
CCn1c(=O)c2sccc2n(Cc2ccc(C)cc2)c1=O | i | 1.6
C=CCN1c2ccccc2[C@]23C[C@@H](C(=O)OC)N(C(=O)CC(C)C)C2=NC(C(=O)OC)=C(C(=O)OC)[C@H]13 | i | -1.4
Cc1ccc(C)c2nc(N3CCCC3)c(C#N)cc12 | i | -0.52
O=C1c2oc3ccccc3c(=O)c2C(c2cccnc2)N1Cc1ccco1 (stereo unspecified) | i | 0.18
FC(F)(F)c1nc(N2CCCC2)ncc1-c1nnnn1-c1ccc(Cl)cc1 | i | -1
COC(=O)C1=C(N)Oc2cc(C)oc(=O)c2C1c1cccnc1 (stereo unspecified) | i | -0.01
COc1cc(C2NC(=O)NC(c3ccccc3)=C2C(C)=O)ccc1OCC#N (stereo unspecified) | i | 1.5
O=S(=O)(Nc1cccnc1)c1ccc(F)cc1 | i | -1.1
O=C(NCc1ccc(Cl)cc1)c1ccc(Cn2cc(C(F)(F)F)ccc2=O)cc1 | i | 0.88
O=C1NC(=S)N/C1=C\c1ccc(N2CCOCC2)cc1 | i | 0.09
Cc1ccccc1NC(=O)CSc1nc2ncc(Cl)cc2[nH]1 | i | -0.9
Cc1cc(NC(=O)c2ccc(-c3ccccc3F)o2)no1 | i | 0.61
COc1cc(/C=N/N2CCN(Cc3ccc(C)cc3)CC2)cc(OC)c1O | i | -0.93
Cc1cc(C(=O)COC(=O)c2ccc(CO)cc2)c(C)n1CC1COc2ccccc2O1 (stereo unspecified) | i | 0.03
C=CCc1cc(Cl)ccc1OCCOCCN(C)C | i | -1.6
Cc1cccc(C(=O)Nc2oc(-c3ccccc3)cc2C#N)c1 | i | 1.3
COC(=O)c1scc(S(=O)(=O)c2ccccc2)c1N | i | -3.8
CCOc1ccc(N(CC(=O)Nc2nccs2)S(=O)(=O)c2c(C)[nH]c(=O)[nH]c2=O)cc1 | i | -2.3

Of the compounds above, 7 have an aryl thioether with sulfur outside any ring.
SMILES | KCNQ2 inh | Kir21 block
Clc1ccc(OCc2nnc(SCCN3CCCCC3)n2Cc2ccco2)cc1 | i | -3.1
CCn1c2ccccc2c2cc(NC(=O)CSc3nnc(-c4ccc(OC)c(OC)c4)n3N)ccc21 | i | 1.5
Cc1cccc(C)c1NC(=S)NCCSc1ccc(Cl)cc1 | i | -2.1
Cc1nnc(SCC(=O)Nc2ncc(S(=O)(=O)c3ccc([N+](=O)[O-])cc3)s2)s1 | i | 0.39
Cc1cc(C)n2nc(SCC(=O)NC(=O)NCc3ccco3)nc2n1 | i | -0.03
Cc1ccc(-c2csc(SCC(=O)Nc3cc(C)on3)n2)cc1 | i | -2.1
Cc1ccccc1NC(=O)CSc1nc2ncc(Cl)cc2[nH]1 | i | -0.9

Ordered by length of the SMILES (low to high): some entries from above.
SMILES | KCNQ2 inh | Kir21 block
CC1(C)CC(=O)C=C(NCCO)C1 | i | 1.9
Cc1cc(NC(=O)c2ccc(-c3ccccc3F)o2)no1 | i | 0.61
O=C1c2oc3ccccc3c(=O)c2C(c2cccnc2)N1Cc1ccco1 (stereo unspecified) | i | 0.18
COc1ccccc1/C=C(/NC(=O)c1ccccc1)C(=O)NCCCn1ccnc1 | i | -0.43

Going on with the list.
SMILES | KCNQ2 inh | Kir21 block
O=C(NCc1ccc(/C=N\NC(=O)C(=O)Nc2ccccc2Br)o1)C(=O)Nc1ccccc1 | i | 0.36
CCc1c(C)nc2cc(-c3cc(OC)cc(OC)c3)nn2c1N1CCN(CCN2CCOCC2)CC1 | i | -1.7
CC(CN1CCOCC1)OC(=O)c1ccccc1Br (stereo unspecified) | i | 0.01
O=C(Nc1ccc(NC(=O)c2ccco2)nc1)c1ccco1 | i | 1.8
COc1cccc(OCC(O)CN(CCO)Cc2ccccc2)c1 (stereo unspecified) | i | -0.87
CCCN1C(=O)C(O)(C/C(C)=N/O)c2ccccc21 (stereo unspecified) | i | -0.54
C=C1c2cc(CC)ccc2NC(=O)N1c1ccc(C)cc1 | i | 0.19
COc1ccc(Cc2nnc(NC(=O)CSc3ccc(C)cc3)s2)cc1OC | i | -3.4
CC(=O)OCN(C#N)c1nc(N(C)C)nc(N(C)C)n1 | i | -0.28
Cc1cc(C)nc(N2CCCC(C(=O)NCc3ccccc3F)C2)n1 (stereo unspecified) | i | 0.25
O=[N+]([O-])c1cnccc1Nc1ccccc1 | i | 0.68
CC(O)CNc1cc(N)c([N+](=O)[O-])cc1[N+](=O)[O-] (stereo unspecified) | i | 0.46
COc1ccccc1NS(=O)(=O)c1cc(C(=O)NCc2cccnc2)ccc1C | i | -0.41
O=C(Nc1ccccc1)c1[nH]ncc1[N+](=O)[O-] | i | -0.91
Cc1cc(C)c(NC(=O)CSc2nnc(Cc3cccn3C)n2-c2ccc(F)cc2)c(C)c1 | i | 1.2
CCNC(=O)CC1SC(=Nc2cccc3ccccc23)N(C)C1=O (stereo unspecified) | i | 0.55
Cc1ccc(S(=O)(=O)N(C)C)cc1NC(=O)COC(=O)C1CC1 | i | 1.4
Cc1nnc(NC(=O)CCS(=O)(=O)c2ccccc2)s1 | i | 0.21
Cc1nnc(SCC(=O)N2CCCCC2)s1 | i | 0
CCOC(=O)CN1CC23C=CC(O2)C(C(=O)Nc2ccc(F)c(C)c2)C3C1=O (stereo unspecified) | i | 0.88
CN(C)S(=O)(=O)N1CCN(c2ccccc2)CC1 | i | -0.08
CC1CCCCC1NC(=O)c1cc2ccccc2o1 (stereo unspecified) | i | -1.5
CCCCC(C(=O)O)C(C)CC(=O)Nc1nncs1 (stereo unspecified) | i | -0.52
CC#CCN1c2ccccc2[C@]23C[C@@H](C(=O)OC)N(C(C)=O)C2=NC(C(=O)OC)=C(C(=O)OC)[C@H]13 | i | 1.4
CCC(C)C(NC(=O)c1ccccc1NC(=O)c1ccccc1)C(=O)O (stereo unspecified) | i | 0.18
The list continues.
SMILES | KCNQ2 inh | Kir21 block
COc1cc(/C=C2/SC(=O)NC2=O)ccc1Oc1ccc([N+](=O)[O-])cc1[N+](=O)[O-] | i | -0.13
O=C(Cc1ccc(F)cc1)N/N=C/c1ccncc1 | i | 0.13
CCOc1ccc(NC(=O)Nc2cc(C(=O)O)ccc2N2CC3CC(C2)c2cccc(=O)n2C3)cc1 (stereo unspecified) | i | -0.25
CCOC(=O)Cc1csc(NC(=O)c2sc3nc4c(C)cc(C)cc4cc3c2N)n1 | i | -0.78
COc1ccc(-c2ccccc2NC(=O)C2CCCN(Cc3ccc(C)o3)C2)cc1 (stereo unspecified) | i | -0.58
COc1ccc(NC(=O)C(CC(C)C)NS(=O)(=O)c2ccc3c(c2)CCN3C(C)=O)cc1OC (stereo unspecified) | i | 0.44
Cc1cc2c(cc(C(=O)O)n2C)s1 | i | 0.74
COc1ccccc1CC(NC(C)=O)C(=O)NC1CCN(C(=O)c2cccc(Cl)c2)CC1 (stereo unspecified) | i | -1.2
Cc1ccn2c(=O)c(C(=O)NC3CCCCC3C)c(O)nc2c1 (stereo unspecified) | i | -1.7
Cc1ccc(NC(=S)Nc2cccc(S(=O)(=O)Nc3c(C)n(C)n(-c4ccccc4)c3=O)c2)cc1 | i | 0.82
CCOC(=O)C1=C(C)NC2=C(C(=O)C(C(=O)OCC)C(c3ccco3)C2)C1c1ccccn1 (stereo unspecified) | i | -0.18
CCN1C(=O)[C@H]2[C@@H](c3ccc(-c4ccc(C(C)=O)cc4)c(OC)c3)N[C@@](Cc3ccccc3)(C(=O)OC)[C@H]2C1=O | i | -0.76
CC(C(=O)NC1CCCC1)N(C(=O)Cn1nnc(-c2ccc(F)cc2)n1)c1ccccc1F (stereo unspecified) | i | -1.6
CCCC(=O)N1CC2(CCC)CN(C(=O)CCC)CC(CCC)(C1)C2=O | i | -0.15
NS(=O)(=O)c1cccc(NC(=O)COC(=O)c2cc(Cl)ccc2[N+](=O)[O-])c1 | i | -0.74

Compound activity as filed in PubChem BioAssay.
